# HTRA1 inhibitor = HTRA1 serine protease inhibitors, primary screen, biochemical, fluorescence polarization, HTS. Q92743. recombinant HTRA1, FP-rhodamine activity-based probe. inhibition, % at 5.96 µM. 340,000 tested, 0.5% active. AID 504803, 2011; in the data active = inhibition above about 36%;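 note: 0% = enzyme with DMSO and 100% = wells lacking enzyme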
# NR1D1 modulator = modulators of Rev-erb alpha DNA binding, primary screen, biochemical, FITC-DNA, fluorescence polarization, uHTS. Nuclear receptor subfamily 1 group D member 1 (Homo sapiens), P20393. 370,000 tested, 0.79% active. Rev-erbα–FITC-DNA binding, 90 min. AID 1259318, 2017. activity, % at 10 µM;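 active = activity above about 14%, limit read from the data; passing the limit was not always enough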;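 note: 0% = DMSO wells with 35 nM protein and 100% = DMSO wells with 750 nM protein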
# * marks the source's active call; other numbers are inactive results; · = no result given. Only part of the results is shown. The share of hits here may be higher or lower than overall.
1	CC1=CC(=O)OC2CC3OC4C[C@@H](C)C5OC6CC7O[C@]8(C)C/C=C\C9OC%10CC%11OC(CC(C)C%12OCCO%12)CC(O)[C@]%11(C)OC%10CC9OC8C[C@]7(C)O[C@]6(C)CCC5OC4C[C@]3(C)OC12 (some centres undefined)
2	CC[C@H](C)/C=C(C)/C=C/C1=CC2=C(Cl)C(=O)[C@](C)(OC(C)=O)C(=O)C2=CO1
3	Cc1nc2c(c(C)nn2-c2ccccc2)c(C)c1CCC(=O)N1CCC2(CC1)OCCO2
4	COC(=O)C1=C(c2ccc3ccccc3c2)C[C@@H]2CC[C@H]1N2C(=O)N1CCC(O)CC1
5	CCOc1ccc(N2C(=O)/C(=C/c3ccco3)C(=O)NC2=S)cc1
6	CCCCn1c(=O)c(C(=O)Nc2ccccc2C)c(O)c2ccccc21
7	O=[N+]([O-])c1c2ccccc2cc2ccccc12
8	CCCCCn1c(NC(=O)c2ccco2)c(C(=O)OCC)c2nc3ccccc3nc21
assay / compound	1	2	3	4	5	6	7	8
HTRA1 inhibitor	0	70*	0	5	54*	8	-5	4
NR1D1 modulator	·	·	·	·	·	·	·	·

# Screen by screen, from the results shown:
# Nos. 2–8 in HTRA1 inhibitor, in turn: 70*, 0, 5, 54*, 8, -5, 4

# New compounds follow
9	CN1C(=O)C(=Cc2cn(CC(=O)N3CCCCC3)c3ccccc23)C(=O)N(C)C1=O
10	COC(=O)C1=C(c2ccc(Cl)c(C(F)(F)F)c2)C[C@@H]2CC[C@H]1N2C(=O)NCCOc1ccc(OC)cc1
11	CN(C)c1ccc(N=Cc2c(O)n(CCC3=CCCCC3)c(=O)[nH]c2=O)cc1
12	CC(=O)OC(C)(C)/C=C/C(=O)[C@](C)(O)C1[C@H](O)C[C@@]2(C)C3CC=C4C(C[C@H](O)C(=O)C4(C)C)[C@]3(C)C(=O)C[C@]12C (some centres undefined)
13	COC(=O)C1=C(c2ccc(F)cc2F)C[C@@H]2CC[C@H]1N2C(=O)NC1CC1
14	CCCC[C@@H](C)C[C@@H](C)C(=O)N(C)[C@@H](CC(C)C)C(=O)N[C@H](C(=O)N(C)[C@H](C(=O)N1C[C@@H](O)C[C@H]1C(=O)N1C(=O)C=C[C@@H]1C)C(C)C)C(C)OC(C)=O (some centres undefined)
15	CC(=O)O[C@H]1CC[C@@]2(C)C(=CC[C@@H]3[C@@H]2CC[C@]2(C)C(=O)CC[C@@H]32)C1
16	Cn1ncnc2c(=O)n(C)c(=O)nc1-2
assay / compound	9	10	11	12	13	14	15	16
HTRA1 inhibitor	-3	-38	3	-1	-4	-2	4	24
NR1D1 modulator	·	·	·	·	·	·	·	·

# 13 entries out of the list, arranged by length of the SMILES, smallest number first:
16	Cn1ncnc2c(=O)n(C)c(=O)nc1-2
7	O=[N+]([O-])c1c2ccccc2cc2ccccc12
5	CCOc1ccc(N2C(=O)/C(=C/c3ccco3)C(=O)NC2=S)cc1
8	CCCCCn1c(NC(=O)c2ccco2)c(C(=O)OCC)c2nc3ccccc3nc21
11	CN(C)c1ccc(N=Cc2c(O)n(CCC3=CCCCC3)c(=O)[nH]c2=O)cc1
13	COC(=O)C1=C(c2ccc(F)cc2F)C[C@@H]2CC[C@H]1N2C(=O)NC1CC1
9	CN1C(=O)C(=Cc2cn(CC(=O)N3CCCCC3)c3ccccc23)C(=O)N(C)C1=O
4	COC(=O)C1=C(c2ccc3ccccc3c2)C[C@@H]2CC[C@H]1N2C(=O)N1CCC(O)CC1
2	CC[C@H](C)/C=C(C)/C=C/C1=CC2=C(Cl)C(=O)[C@](C)(OC(C)=O)C(=O)C2=CO1
10	COC(=O)C1=C(c2ccc(Cl)c(C(F)(F)F)c2)C[C@@H]2CC[C@H]1N2C(=O)NCCOc1ccc(OC)cc1
assay / compound	16	7	5	8	11	13	9	4	2	10
HTRA1 inhibitor	24	-5	54*	4	3	-4	-3	5	70*	-38
NR1D1 modulator	·	·	·	·	·	·	·	·	·	·

12	CC(=O)OC(C)(C)/C=C/C(=O)[C@](C)(O)C1[C@H](O)C[C@@]2(C)C3CC=C4C(C[C@H](O)C(=O)C4(C)C)[C@]3(C)C(=O)C[C@]12C (some centres undefined)
14	CCCC[C@@H](C)C[C@@H](C)C(=O)N(C)[C@@H](CC(C)C)C(=O)N[C@H](C(=O)N(C)[C@H](C(=O)N1C[C@@H](O)C[C@H]1C(=O)N1C(=O)C=C[C@@H]1C)C(C)C)C(C)OC(C)=O (some centres undefined)
1	CC1=CC(=O)OC2CC3OC4C[C@@H](C)C5OC6CC7O[C@]8(C)C/C=C\C9OC%10CC%11OC(CC(C)C%12OCCO%12)CC(O)[C@]%11(C)OC%10CC9OC8C[C@]7(C)O[C@]6(C)CCC5OC4C[C@]3(C)OC12 (some centres undefined)
assay / compound	12	14	1
HTRA1 inhibitor	-1	-2	0
NR1D1 modulator	·	·	·

# New compounds follow
17	CCC1(CC)C(=O)N(Cc2ccccc2)C(=O)N(Cc2ccccc2)C1=O
18	CC1(C)CC[C@]2(C)CC[C@]3(C)C4C[C@@H]5OO[C@@]6(O5)C(CCCC6(C)C)[C@]4(C)CC[C@@]3(C)C2C1 (some centres undefined)
19	CCn1nc(-c2ccccc2)nc2c(=O)n(C)c(=O)nc1-2
20	O=C(O)c1ccc2c(c1)C1C(Cl)C(Sc3ccccc3[N+](=O)[O-])CC1C(c1cccc([N+](=O)[O-])c1)N2 (centres undefined)
21	COC(=O)C1C2CC[C@@H](CC1OC(=O)c1ccccc1)N2 (some centres undefined)
22	CN1C(=O)C(=Cc2ccc(OCC(=O)Nc3ccccc3)cc2)C(=O)N(C)C1=O
23	CC1=CC2/C=C(\C)CCC(O)C(O)/C=C/C(=O)C23C(=O)NC(CC(C)C)C3C1C (centres undefined)
24	C[C@H]1[C@H](OC(=O)CCC(=O)NCc2ccc(C(=O)O)cc2)O[C@@H]2O[C@@]3(C)CC[C@H]4[C@H](C)CC[C@@H]1C24OO3
assay / compound	17	18	19	20	21	22	23	24
HTRA1 inhibitor	-6	-3	22	81*	-3	0	-5	-7
NR1D1 modulator	·	·	·	·	·	·	·	·

25	CC(=O)OC1C2(CC3N4C(=O)C5(CO)SSC4(CC31O)C(=O)N5C)OC(C)C(C)(C)C2=O (centres undefined)
26	CC(=O)O[C@H]1C[C@@H]2CC[C@@H]3[C@H](CC[C@]4(C)C(=O)CC[C@@H]34)[C@@]2(C)C[C@@H]1OC(C)=O
27	O=C1NC(=O)C(=Cc2ccc(-c3ccc(Cl)cc3)o2)C(=O)N1
28	O=C(O)c1cc[c]([Hg][Cl])cc1
29	CC(C)n1c(O)c(C2c3cc(Cl)ccc3Oc3[nH]c(=O)n(C(C)C)c(=O)c32)c(=O)[nH]c1=O (centres undefined)
30	CC(=O)OC(C)(C)/C=C/C(=O)[C@](C)(O)[C@H]1[C@H](O)C[C@@]2(C)[C@@H]3CC=C4[C@H](C[C@H](O)C(=O)C4(C)C)[C@]3(C)C(=O)C[C@]12C
31	Cc1ccc2c(c1Cl)NC(C(=O)O)C1CC(Sc3ccccc3[N+](=O)[O-])C(Cl)C21 (centres undefined)
32	C=C(C)[C@@]12OC3(c4ccccc4)O[C@@H]1C1[C@@H]4O[C@]4(CO)[C@@H](O)[C@]4(O)C(=O)C(C)=C[C@H]4[C@@]1(O3)[C@H](C)[C@H]2OC(=O)/C=C/C=C/c1ccccc1 (some centres undefined)
assay / compound	25	26	27	28	29	30	31	32
HTRA1 inhibitor	-1	0	-6	-1	-4	-2	43*	-83
NR1D1 modulator	·	·	·	·	·	·	·	·

33	Cc1[nH]n(-c2ccccc2)c(=O)c1C(c1ccc([N+](=O)[O-])cc1)c1c(C)[nH]n(-c2ccccc2)c1=O
34	COc1cc2cc(C(=O)N3CC(COS(C)(=O)=O)c4ccc(O)cc43)[nH]c2c(OC)c1OC (centres undefined)
35	O=C1/C(=C/c2ccccc2)C[C@@]2(O)[C@H]3Cc4ccc(O)c5c4[C@@]2(CCN3CC2CC2)C1O5 (some centres undefined)
36	CC(=O)O[C@H]1CC[C@@]2(C)C(=CCC3C2CC[C@]2(C)C(=O)CCC32)C1 (some centres undefined)
37	CCOC(=O)CNC(=O)N1Cc2cc(N3CCCCC3)ccc2-n2nncc2C1
38	CC1(C)C(C=C(Cl)Cl)C1C(=O)OC(C#N)c1cccc(Oc2ccccc2)c1 (centres undefined)
39	N#Cc1nn(-c2c(Cl)cc(C(F)(F)F)cc2Cl)c(N)c1S(=O)C(F)(F)F (centres undefined)
40	COC(=O)C(c1ccccc1)C1CCCCN1 (centres undefined)
assay / compound	33	34	35	36	37	38	39	40
HTRA1 inhibitor	22	2	-4	·	·	·	·	·
NR1D1 modulator	·	·	·	3	2	-7	0	-6

41	NC(=O)CS(=O)C(c1ccccc1)c1ccccc1 (centres undefined)
42	Cn1cc(C2=C(c3cn(C4CCN(Cc5ccccn5)CC4)c4ccccc34)C(=O)NC2=O)c2ccccc21
43	O1[As]2O[As]3O[As]1O[As](O2)O3
44	O=C(O)CCCO
45	CN1CC(CNC(=O)OCc2ccccc2)CC2c3cccc4c3c(cn4C)CC21 (centres undefined)
46	O=C1C=C2C=C[C@@H]3C[C@@]2(O1)[C@H]1CCCCN31
47	CC(C)(C)c1ccc(O)cc1
48	O=C(c1sc2ccccc2c1Cl)N1CCC2(CC1)OCCO2
49	COc1ccc(CCN(C)Cc2ccncc2)cc1OC
50	Cc1ccc(N2CCN(CCc3ccccc3)CC2)cc1
assay / compound	41	42	43	44	45	46	47	48	49	50
HTRA1 inhibitor	·	·	·	·	·	·	·	3	5	4
NR1D1 modulator	-8	3	-8	-11	6	6	-2	-1	-1	-4

# High-throughput results as filed in PubChem BioAssay.
